Source: PubChem BioAssay (Broad Institute)
FN deposition inh: fibronectin deposition inhibition; 350,000 compounds, 0.086% hits; inhibition, % at 12.6 µM; AH1F fibroblasts, Alexa488-fibronectin deposition fluorescence, overnight;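 active means mean inhibition across replicates of 30% or more, regardless of how many single replicates reach that level; inconclusive means mean under 30% yet at least half of replicates reach 30%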;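 further: positive control wells lacked labelled fibronectin entirely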
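Measured by – fluorescence 485/525 nm · System – AH1F fibroblast monolayer, labelled fibronectin deposition · Amount – 10000 cells per well · Buffer or medium – serum-reduced DMEM (2% serum) · Doses – single dose, pinned · Also added – fluorescent fibronectin at 24 nM final · Schedule – 1 h cell attachment, overnight exposure to compound and label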
DENV2 CPE: inhibitors of DENV2 cytopathic effect; 350,000 compounds, 1.7% hits; DENV2-infected cells, cytopathic effect rescue, plate reader; AID 651640; CPE inhibition, % at 9.99 µM; in the data active means CPE inhibition above about 20%, passing the limit was not always enough; inconclusive means no clear call, values can overlap the other calls; tested in BHK-21 cells;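 further: 0% = median of neutral control wells and 100% = median of positive control wells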
INS-1E GSIS act: GLuc luminescence reporter in INS-1E cells, primary screen for activators of glucose-dependent secretion of insulin; activation, % at 16.6 µM; INS-1E GLuc reporter insulin secretion, 2-3 h; 370,000 compounds, 0.61% hits;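 active means lowest replicate activation of at least 40%, so every replicate reaches that level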;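 further: 0% = median of neutral control wells and 100% = median of IBMX positive control wells; some compounds called inactive have numbers as strong as hits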
PAX8 reporter: inhibitors of PAX8 transcriptional activity in RMG-I cells; 360,000 compounds, 1.2% hits; inhibition, % at 12.6 µM; RMG-I TPO-luciferase reporter, SteadyGlo, 24 h; AID 652154;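 active means mean replicate inhibition at least 60% with every replicate also reaching 60%; inconclusive means only one of the two criteria is met; inactive means mean below 60% and not all replicates reaching 60%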;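 further: luciferase light reporting Pax8 driven TPO promoter activity; plate controls were median of neutral control wells for no effect and mitoxantrone controls for full effect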
CFTR F508del cor: CFTR F508del correction in bronchial cells; activity (quench increase), % at 7.58 µM; CFBE cells, YFP halide quenching; stimulated with forskolin plus potentiator P3; % fluorescence drop versus neutral controls; 350,000 compounds, 0.36% hits;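 active means mean added fluorescence quench of at least 8% versus neutral control, with both replicates also reaching 8%; inconclusive means only one of the mean or replicate conditions met; inactive means mean below 8% and not both replicates reaching 8%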;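 further: cells transiently co-express mutant CFTR-F508del with the halide-sensitive YFP; corrector assay measuring rescue of mutant channel to the surface after 24 h compound exposure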
EWS-Fli inh: inhibitors of EWS/Fli oncoprotein transcriptional activity; 350,000 compounds, 0.67% hits; inhibition, % at 12.6 µM; A673 NR0B1-luciferase reporter, viability-normalised;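 active means mean inhibition of at least 50% after viability correction, with every replicate also passing that limit; inconclusive means mean reaches 50% but only one of two replicates passes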;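 further: firefly luciferase signal divided by Alamar Blue viability fluorescence both relative to DMSO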
miR122 inh: miR-122 inhibition in Huh7 cells | AID 602342 | Huh7 miR-122 Renilla luciferase sensor, 48 h; neutral wells = 0, positive control = 100 | activation (reporter increase), % at 12.5 µM | 340,000 compounds, 0.3% hits;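 active means mean replicate activation score at least 90 and every replicate individually at or above 90; inconclusive means only one of the two criteria met; inactive means neither criterion met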;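 further: higher luciferase means less miR-122 activity so hits act as miR-122 inhibitors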
Numbers without * were called inactive; ? = inconclusive; / = not tested or not shown; [ ] = dose if it differs, or a comment.

Values run as follows: CFTR F508del cor	DENV2 CPE	EWS-Fli inh	FN deposition inh	INS-1E GSIS act	miR122 inh	PAX8 reporter
1	COc1ccc(CCNC(=O)C2c3ccccc3C(=O)N2CCC(C)C)cc1OC (stereo not given)
  2.2	-4	2	-4	0	-9	1
2	Cc1ccc(/C=N/NC(=O)CNC(=O)COc2ccccc2)cc1
  /	-8	-8	-3	/	/	20
3	CCOc1cccc(CNc2nnnn2C)c1
  -1.7	-2	-5	4	2	-1	1
4	CSc1nsc(SCC(=O)Nc2cc(C(=O)O)ccc2C)n1
  1.9	2	/	16	4	/	14
5	COc1ccc(N(CC(=O)NCCSC(C)(C)C)S(C)(=O)=O)c(OC)c1
  2.1	0	6	/	-12	-3	/
6	N#C[C@H]1[C@@H](c2ccccc2-c2ccccc2)[C@@H](CO)N1C(=O)NC1CCCCC1
  0.2	-15	-10	-15	-26	/	/
7	O=C(C[C@@H]1CC[C@H]2[C@@H](COC[C@@H](O)CN2S(=O)(=O)c2cccc(F)c2)O1)NCCCN1CCOCC1
  2.8	-11	-2	0	10	-3[16.7 µM]	-11
8	COc1ccc(C(=O)NC(=S)Nc2ccc(S(N)(=O)=O)cc2)cc1
  0.7	0	16	-9	13	/	1
9	O=c1[nH]c(CN2CCOCC2)nc2ccccc12
  0.1	-4	1	-1	7	-6	3
10	CN(CCC#N)C(=O)CC1(Cc2ccccc2)CCOC(C)(C)C1 (stereo not given)
  0.2	-3	0	3	7	7	2
11	COc1ccc(NC(=O)C2CCCN2S(=O)(=O)c2ccc(F)cc2)cc1 (stereo not given)
  -0.5	-3	3	8	5	1	12
12	CN(C)CC[C@@H](c1ccc(Cl)cc1)c1ccccn1
  -0.2	11	-5	-5	/	-2	-1
13	CC(OC(=O)CCC1CCCCC1)C(=O)Nc1ccc(S(N)(=O)=O)cc1 (stereo not given)
  0.0	?	4	2	-2	/	-12
14	CCC(=O)Nc1cccc(-c2nc3ncccc3o2)c1C
  1.0	?	-25	1	-4	-3	-18
15	CCOC(=O)C1(CCCc2ccccc2)CCN(C(=O)CCc2cnn(C)c2)CC1
  /	/	/	2	-2	/	-10
16	CSc1nnc(CCCCCCCCc2nnc(SC)o2)o1
  0.4	-2	-2	-6	-1	3	-6
17	C[C@H]1CN([C@@H](C)CO)C(=O)Cc2cc(NS(=O)(=O)c3ccc(F)cc3)ccc2O[C@@H]1CN(C)C
  -1.3	-1	5	/	12	0[16.7 µM]	-8
18	N#C/C(=C\Nc1ccc2cn[nH]c2c1)c1nc(-c2ccc(Cl)cc2)cs1
  -5.5	-2	22	15	16	/	35
19	CC(=O)N1[C@H](CO)[C@@H](c2ccccc2)C12CN(C(=O)c1cnccn1)C2
  0.9	-10	-9	/	5	/	/
20	CCCN1C(=O)/C(=C/c2nc3ccccc3c(=O)[nH]2)c2cc(C)ccc21
  -7.0	-5	-23	9	13	12	-5
21	COc1ccc(-n2c(SCC(=O)NCC3CCCO3)nc3ccccc3c2=O)cc1Cl (stereo not given)
  0.3	1	-9	3	-5	4	13
22	Cc1noc(C)c1S(=O)(=O)Nc1ccc2c(c1)C(=O)N([C@H](C)CO)C[C@H](C)[C@H](CN(C)S(=O)(=O)c1cccs1)OCCCC[C@H](C)O2
  2.9	5	-5	-10	-19	-2[16.7 µM]	0
23	O=C(Oc1cc(=O)oc2ccccc12)c1ccccc1
  -1.9	4	5	/	0	24	/
24	C[C@H](CO)N1C[C@H](C)[C@@H](CN(C)C(=O)Nc2ccc3c(c2)OCO3)Oc2c(NC(=O)c3ccc(-c4nccs4)cc3)cccc2C1=O
  -3.2	-1	-3	/	-1	-1[16.7 µM]	/
25	CC(Oc1ccc(S(=O)(=O)N2CCCC2)cc1[N+](=O)[O-])C(=O)N(C)c1ccccc1 (stereo not given)
  7.6	0	1	/	0	-13	-1
26	CC(C)CN1CCNC(=O)C1CC(=O)NCc1cnn(-c2cccc(F)c2)c1 (stereo not given)
  -0.7	/	2	8	-3	/	38
27	Cc1oc(-c2cc(F)ccc2F)nc1CN1CCC(C(=O)N2CCOCC2)CC1
  -1.8	-12	-3	-4	3	/	-6
28	CCC1=C(C(=O)OC)C(c2cc(OC)ccc2OC)C(C#N)=C(N)O1 (stereo not given)
  /	/	/	-4	/	1	9
29	CCN(CC(=O)Nc1c(F)cccc1F)C(=O)c1ccc2c(c1)OCO2
  -7.9	-3	-2	3	-4	2	-3
30	COc1ccc(C#Cc2ccc3c(c2)[C@@H]2[C@@H](CCN2C(C)=O)[C@H](CO)N3)cc1
  -1.3	-4	/	11	-16	/	/

The closing 4 compounds of the section above open the next one.
Values run as follows: CFTR F508del cor	DENV2 CPE	EWS-Fli inh	FN deposition inh	INS-1E GSIS act	miR122 inh	PAX8 reporter
27	Cc1oc(-c2cc(F)ccc2F)nc1CN1CCC(C(=O)N2CCOCC2)CC1
  -1.8	-12	-3	-4	3	/	-6
28	CCC1=C(C(=O)OC)C(c2cc(OC)ccc2OC)C(C#N)=C(N)O1 (stereo not given)
  /	/	/	-4	/	1	9
29	CCN(CC(=O)Nc1c(F)cccc1F)C(=O)c1ccc2c(c1)OCO2
  -7.9	-3	-2	3	-4	2	-3
30	COc1ccc(C#Cc2ccc3c(c2)[C@@H]2[C@@H](CCN2C(C)=O)[C@H](CO)N3)cc1
  -1.3	-4	/	11	-16	/	/
31	C[C@H](NC(=O)C1CCN(S(=O)(=O)c2ccccc2)CC1)C(=O)NCc1cccc(C(F)(F)F)c1
  1.6	3	-1	1	/	-3	11
32	O=C(Nc1ccc2ccccc2c1)c1ccccc1O
  -2.9	-6	26	0	8	-3	-14
33	CCc1ccc(-c2nc(NC(=O)c3ccc(OCC(=O)Nc4ccc(F)cc4)c(OC)c3)sc2C)cc1
  /	0	2	5	-1	3	13
34	O=C(Oc1ccccc1/C=C\C(=O)c1cc2ccccc2o1)c1cccc(F)c1
  /	/	/	7	5	/	-85
35	C[C@@H]1CN([C@@H](C)CO)C(=O)Cc2cc(NS(=O)(=O)c3cccs3)ccc2O[C@H]1CN(C)C(=O)Nc1ccc2c(c1)OCO2
  -1.3	5	-13	/	4	5[16.7 µM]	/
36	Cc1cc(C)cc(NC(=O)COC(=O)CNC(=O)C2CCCCC2)c1
  3.0	3	2	-8	0	/	3
37	COc1ccc([C@@H]2CC(=O)c3c(O)cc(O[C@@H]4OC(CO[C@@H]5OC(C)[C@H](O)[C@@H](O)[C@H]5O)[C@@H](O)[C@H](O)[C@H]4O)cc3O2)cc1O (stereo not given in full)
  -2.1	-9	-6	/	/	0	/
38	Cc1ccc(S(=O)(=O)Nc2ccc3c(c2)C(=O)N([C@@H](C)CO)C[C@H](C)[C@H](CN(C)S(=O)(=O)c2ccccc2)OCCCC[C@H](C)O3)cc1
  -1.3	-2	12	-6	7	-6[16.7 µM]	67*
39	CC1CC(C)(C)NC(=S)N1CCCC(=O)NCc1ccccc1 (stereo not given)
  -0.5	/	4	2	1	1	14
40	Cc1ccc(S(=O)(=O)N(C)C)cc1NC(=O)CSc1ncc(C(F)(F)F)cc1Cl
  1.0	-4	6	-3	-26	/	-1
41	Cc1ccn2cc(-c3cccc(S(=O)(=O)N4CC(C)OC(C)C4)c3)nc2c1 (stereo not given)
  1.6	3	-1	-2	-7	-3	24
42	O=C(C1CCCC1)N1CC[C@@H]2[C@H]1c1cc(C3=CCCCC3)ccc1N[C@@H]2CO
  3.0	-6	/	-2	-29	/	/
43	O=C(CSc1nc2[nH]ncc2c(=O)n1-c1ccccc1)NCc1cccs1
  -0.8	-2	-11	/	-12	/	-2
44	COc1ccc(NC(=O)C2CCCO2)cc1Cl (stereo not given)
  /	/	/	-2	-8	-5	/
45	CCOCCCN(C(=O)c1snc(C(N)=O)c1N)C(C(=O)NC1CCCC1)c1ccc(OC)cc1 (stereo not given)
  1.6	-7	-1	-6	-7	/	-23
46	O=C(c1ccccc1)N1CCN(c2ncnc3sc4c(c23)CCC4)CC1
  /	/	/	1	/	-4	28
47	C=C[C@@H]1c2cc(C)ccc2N(S(=O)(=O)c2ccc(C)cc2)[C@H](c2ccccc2)C1(C#N)S(=O)(=O)c1ccccc1 (stereo not given in full)
  1.6	/	9	-8	-3	1	4
48	COc1ccc2oc(C(=O)OCC(=O)N3C(C)CCCC3C)c(C)c2c1 (stereo not given)
  2.4	?	-5	/	0	/	-35
49	COc1ccccc1-c1cc(NC(C)=O)c2ncc(-c3ccc(F)cc3)n2c1
  3.0	2	14	5	-7	6	13
50	NC(=O)CC(NC(=O)Cc1cccc2ccccc12)c1ccc(N2CCc3ccccc3C2)c([N+](=O)[O-])c1 (stereo not given)
  0.3	-11	0	-4	/	-10	9
51	C[C@H]1CN([C@@H](C)CO)C(=O)c2cc(-c3cccnc3)cnc2O[C@H]1CN(C)C(=O)Nc1ccc2c(c1)OCO2
  -1.5	-8	-9	-7	10	-6[16.7 µM]	/
52	C[C@H](O)[C@@H]1C(=O)N2CCc3c([nH]c4c(-c5ccccc5)cccc34)[C@@H]2C[C@@H]1N(C)C(=S)Nc1ccc(C#N)cc1
  -0.1	-3	11	3	-7	/	11
53	CCCN(C(=O)COC(=O)CCC(=O)c1ccccc1)c1c(N)n(Cc2ccccc2)c(=O)[nH]c1=O
  1.7	-14	-11	0	-1	-3	-24
54	CC1CCN(c2nc3c(c(=O)[nH]c(=O)n3C)n2CCSc2ncccn2)CC1
  3.0	?	2	-2	-12	/	5
55	CN(CC(=O)Nc1ccc(F)cc1)C(=O)CN1C(=O)c2ccccc2C1=O
  -0.4	-6	-3	13	-6	-3	-10
56	Fc1ccc(OCCCn2ccnc2)cc1
  1.9	16	-1	5	7	5	-28
57	O=C(CSc1nnc(CNC(=O)c2c(F)cccc2Cl)o1)NCCc1ccccc1
  -2.9	4	/	-6	10	1	-12
58	COCC(O)CNc1ccccc1 (stereo not given)
  -1.8	-4	3	-14	10	/	-10
59	COc1ccc(N2CC(C(=O)OCC(=O)Nc3ccccc3C)CC2=O)cc1 (stereo not given)
  -0.1	3	-3	-14	7	2	6
60	CCNC(=S)Nc1ccc(Cl)c([N+](=O)[O-])c1
  0.3	-1	-3	6	-12	19	-19
61	COc1ccccc1CC(=O)O/N=C(\N)c1ccccn1
  1.2	1	-13	-6	-1	/	-48
62	CCn1cc(C(=O)NCC2CCCO2)c(=O)c2cc(S(=O)(=O)N3CCCCC3)ccc21 (stereo not given)
  /	/	/	-3	/	5	-1
63	Cc1ccc(-c2ccc3c(c2)O[C@H](CN(C)S(C)(=O)=O)[C@H](C)CN([C@@H](C)CO)S3(=O)=O)cc1
  0.2	11	-10	4	-11	15[16.7 µM]	/
64	CC(C)(C)C(C(=O)Oc1ccccc1)c1ccccc1 (stereo not given)
  1.4	?	5	-14	1	/	-18
65	CCCc1c(NC(=O)Nc2ccc(F)cc2)cnn1-c1ccccc1
  -0.1	0	-59	8	11	/	-8
66	COC(=O)c1sc(NC(=O)c2ccc3c(c2)OCO3)c(C#N)c1C
  4.9	6	-7	-5	34	-3	-4
67	C=CCN(CC=C)S(=O)(=O)c1ccc(NC(=O)COc2ccccc2OC)cc1
  /	/	/	4	/	2	1
68	O=C1c2ccccc2C(O)N1Cc1ccco1 (stereo not given)
  -3.7	1	4	1	/	2	11
69	O=C1CSC(c2ccccc2)N1Cc1ccccn1 (stereo not given)
  -1.9	12	9	-8	-2	0	-12
70	CCC(=O)N1[C@@H]2c3cccc(=O)n3C[C@H]1[C@H](CO)[C@H]2C(=O)NC1CCCCC1
  1.2	0	5	/	3	1[16.7 µM]	/
71	COc1cccc(C(=O)C[n+]2ccccc2/C=N/O)c1
  /	/	/	3	7	/	1
